HIV RNase H inh: blocks HIV-1 RNase H cleavage of RNA/DNA duplex; RT-RNase H RNA/DNA duplex cleavage, fluorescence; inhibition, % at 10 µM; 65,000 compounds, 1.9% hits; in the data active = inhibition above about 50%
RmlC RmlD mix: inhibitors of RmlC and RmlD coupled enzymes; RmlC/RmlD coupled enzyme inhibition, 384-well mixture HTS; inhibition, % at 5.5 µM; 110,000 compounds, 0.39% hits; AID 1532; in the data active = inhibition above about 30%, passing the limit was not always enough; also: strong numbers were not always called active
* = called active by the depositor; . = not tested or not shown; & = joins results of further samples. Some of the compounds tested. The share of hits here may be higher or lower than overall.

The opening 6 entries (preview)
smiles	HIV RNase H inh	RmlC RmlD mix
Cc1ccc(CSCCNC(=O)CN2C(=O)c3ccccc3S2(=O)=O)cc1	.	14
COc1ccccc1Cn1c(=O)c2ccccc2n2c(SCc3csc(C)n3)nnc12	7	11
C/C=C/c1ccc(OCCCNC2CCCC2)c(OC)c1	.	4
CCOc1ccc(N=C2NC(=O)C(CC(=O)O)S2)cc1 (configuration not stated)	-3	-10
O=C(C1CCN(C2CC(=O)N(c3ccc(Cl)cc3)C2=O)CC1)N1CCOCC1 (configuration not stated)	22	4
CCn1c(C(C)NC(=O)c2cccc(C)c2)nc2ccccc21 (configuration not stated)	-8	-10

This part in full, from the start:
smiles	HIV RNase H inh	RmlC RmlD mix
Cc1ccc(CSCCNC(=O)CN2C(=O)c3ccccc3S2(=O)=O)cc1	.	14
COc1ccccc1Cn1c(=O)c2ccccc2n2c(SCc3csc(C)n3)nnc12	7	11
C/C=C/c1ccc(OCCCNC2CCCC2)c(OC)c1	.	4
CCOc1ccc(N=C2NC(=O)C(CC(=O)O)S2)cc1 (configuration not stated)	-3	-10
O=C(C1CCN(C2CC(=O)N(c3ccc(Cl)cc3)C2=O)CC1)N1CCOCC1 (configuration not stated)	22	4
CCn1c(C(C)NC(=O)c2cccc(C)c2)nc2ccccc21 (configuration not stated)	-8	-10
CN(Cc1ccco1)C(=O)c1ccc(N2CCCC2=O)cc1	-31	-10
OCc1ccnc2c(O)cccc12	18	-17

New compounds follow.
smiles	HIV RNase H inh	RmlC RmlD mix
Cc1cc(N2CCC3(CC2)OCCO3)n2nc(C)c(-c3ccc(Cl)cc3)c2n1	5	.
O=C1NC2c3ccccc3C(=O)N2c2c1cnn2-c1ccccc1 (configuration not stated)	0	-9
CC[C@H](C)/C=C(C)/C=C/C1=CC2=CC(=O)[C@]3(C)OC(=O)[C@@H](C(C)=O)[C@@H]3C2=CO1	.	-9
Cc1ccc(SCC(=O)NC(=O)NCc2ccco2)cc1C	.	-3
COCc1cc(C)nc(SCC(=O)Nc2ccc(C)c(C)c2)c1C#N	-3	-197
CCCSC1=C(C#N)C(c2cc(OC)ccc2OC)CC(=O)N1 (configuration not stated)	-45	12
O=C(Nc1ccccc1)C1Cc2ccccc2CN1C(=O)c1ccco1 (configuration not stated)	.	-7
Cc1cc(Cl)ccc1OCC(=O)N1C(C)CCCC1C (configuration not stated)	-13	-1

Additional compounds
smiles	HIV RNase H inh	RmlC RmlD mix
N#CC1=C(SCC(=O)NC23CC4CC(CC(C4)C2)C3)NC(=O)C(C#N)C12CCCCC2 (configuration not stated)	19	-10
O=C(Cc1cccc2ccccc12)Nc1ccc2oc(-c3ccccc3)nc2c1	.	-49
CC(C)(C)NC(=O)Cn1ccc(=N)c2ccccc21	-6	-11
C[C@@]12CCC=C[C@H]1[C@H](c1ccc3ccccc3c1)N(Cc1ccccc1)C2=O	.	6
O=C(NCc1ccc(C(=O)N2CCC3(CC2)OCCO3)cc1)c1cccc(Br)c1	.	-22
COc1ccc(CN2CCN(C(=O)c3cccs3)CC2)c(OC)c1OC	1	-2
Cc1nc2ccccc2nc1N1CCC(C)CC1	-13	-8
Cc1cccc(-n2c(CCCN3C(=O)c4ccccc4C3=O)nc3ccccc3c2=O)n1	2	.

(cont.)
smiles	HIV RNase H inh	RmlC RmlD mix
Cc1ccc(NC(=O)c2oc3ccc(S(=O)(=O)N4CCOCC4)cc3c2C)cc1C	9	18
CCOC(=O)C1=C(CSc2nc3ccccc3s2)NC(=O)NC1c1cccc([N+](=O)[O-])c1 (configuration not stated)	.	8
COc1ccc(C=O)cc1COc1ccc(F)cc1F	.	-9
CCN(Cc1ccccc1)C(=O)CSc1nc(C)cc2c1C(=O)OC2	-16	6
CC(C)CCN1CN(S(=O)(=O)c2cccs2)c2nc3ccccc3nc21	.	11
CCOC(=O)CSC(CC)C(=O)Nc1nnc(C(C)C)s1 (configuration not stated)	1	12
Cc1ccc(S(=O)(=O)N2CCCC2C(=O)Nc2nc3c(s2)CCCC3)cc1 (configuration not stated)	-3	10
CCOc1ccc(OCC)c(NC(=O)CSc2nc3c(c(=O)n(C)c(=O)n3C)n2C(C)C)c1	-4	8

(continued)
smiles	HIV RNase H inh	RmlC RmlD mix
O=C(Nc1cccc(OC(=O)c2ccco2)c1)c1ccco1	-30	17
CN(CCC(=O)Nc1ccc(Br)cc1)Cc1ccccc1	.	3
c1ccc(-c2nnc(-c3ccccn3)nc2NC2CCCCC2)cc1	.	2
COc1ccccc1/C=N/n1c(N)c(S(=O)(=O)c2cccs2)c2nc3ccccc3nc21	.	1
CC(=O)Nc1cc2c(cc1C(=O)c1ccccc1)OCCO2	-2	.
CCCSc1nnc(NC(=O)Nc2ccc(F)cc2)s1	8	-11
Cc1cccc(C)c1OCc1n[nH]c(=S)o1	.	4
CCOC(=O)C(CC)n1cnc2c(nnn2-c2ccc(C)cc2)c1=O (configuration not stated)	-5	7

Continued.
smiles	HIV RNase H inh	RmlC RmlD mix
CCOC(=O)N1CCN(CC(=O)Nc2ccc(OC)cc2)CC1	-11	25
CCOC(=O)N1CCN(S(=O)(=O)c2ccc(OCC(=O)OC)c(C)c2)CC1	-4	-7
Cc1c(Cl)c(C(=O)NNC(=S)NCc2ccco2)nn1C	.	-4
OCCN1CCN(C(c2cccs2)c2ccc3cccnc3c2O)CC1 (configuration not stated)	72*	-9
CCN(CC)CCCNC(=O)c1cn(C)c2ccc(S(=O)(=O)N(C)C)cc2c1=O	-6	-66
CCOC(=O)N1CCC2(CC1)C(C#N)=C(N)Oc1c2c(C)nn1-c1cccc(Cl)c1	8	-11
O=C(O)CCC(NS(=O)(=O)c1ccc(-c2ccccc2)cc1)C(=O)O (configuration not stated)	-8	-1
COc1ccc(NC(=O)CSc2nc(C)cc(C)n2)cc1	.	6

Complete entries, looked up by structure:
Cc1cccc(C)c1OCc1n[nH]c(=S)o1 as listed: HIV RNase H inh = .; RmlC RmlD mix = 4
CC(C)(C)NC(=O)Cn1ccc(=N)c2ccccc21 as listed: HIV RNase H inh = -6; RmlC RmlD mix = -11
CCOC(=O)C1=C(CSc2nc3ccccc3s2)NC(=O)NC1c1cccc([N+](=O)[O-])c1 (configuration not stated) as listed: HIV RNase H inh = .; RmlC RmlD mix = 8

(cont.)
smiles	HIV RNase H inh	RmlC RmlD mix
O=C(c1ccco1)N1CCN(c2ncnc3scc(-c4ccc(F)cc4)c23)CC1	.	3
CCN(CC(=O)Nc1ccc2c(c1)OCCO2)c1nc(-c2cccnc2)nc2ccccc12	-25	-14
C=CCN1CC(O)=C(c2ccccc2)C1=N	-10	5
Cc1noc(COc2ccc(OCc3nc(C)no3)cc2)n1	0	-16
O=C(O)c1cc(-c2cccs2)nc2cc3c(cc12)OCCO3	4	-18
c1ccc2[nH]cnc2c1	.	1
CCOC(=O)CSC(CC)C(=O)Nc1nnc(CC)s1 (configuration not stated)	-1	-10
O=c1c(-c2ccco2)[n+]([O-])c2ccccc2n1OCc1ccccc1F	.	-13

The list continues:
smiles	HIV RNase H inh	RmlC RmlD mix
c1ccc(-c2cn3c(n2)CCc2ccc4cccnc4c2-3)cc1	.	-53
Cc1ccc(-n2ncc3c(NCc4ccco4)ncnc32)c(C)c1	-25	-15
COc1cc(NC(=O)c2ccco2)c(C(=O)O)cc1OC	.	53
CCCOc1ccc(S(=O)(=O)n2cc(Br)c(=O)[nH]c2=O)cc1	-1	-12
N#Cc1cnn2c1nc(N1CCOCC1)c1ccccc12	.	-3
O=C(NCc1ccco1)C1CC2CCC1C2 (configuration not stated)	.	-2
Nc1c(C2=NCCO2)nnn1Cc1ccccc1	-1	-16
CCOc1cc(/C=N/NC(N)=S)cc(Br)c1OCc1ccccc1C	.	-13

The listing continues:
smiles	HIV RNase H inh	RmlC RmlD mix
CC(C)CNC(=O)c1ccccc1-c1ccccc1C(=O)O	.	6
N#Cc1nc(-c2ccco2)oc1N1CCN(Cc2ccccc2)CC1	8	-17
O=C1CCCCC(=O)N(c2ccccc2)c2ccccc21	-8	7
CCc1nc(SCC(=O)c2cc(C)ccc2C)n[nH]1	-62	-2
COc1ccccc1N1CCN(CC(O)COc2cccc3ccccc23)CC1 (configuration not stated)	-5	-15&-9
CN(c1ccc(F)cc1)S(=O)(=O)c1ccc2[nH]cc(C(=O)O)c(=O)c2c1	-8	11
N#Cc1nc(COc2ccccc2F)oc1NCCCn1ccnc1	-20	16
Cc1[nH]c(=O)[nH]c(=O)c1CSc1nnc([C@H](CC(C)C)NC(=O)OC(C)(C)C)o1	3	-8

The results go on.
smiles	HIV RNase H inh	RmlC RmlD mix
CCC(=O)N1CCc2cc(S(=O)(=O)N3CCc4ccccc4C3)ccc21	-13	20
O=C(CSc1nnc2scc(-c3ccccc3)n12)Nc1nsc(-c2ccccc2)n1	-7	-8
CCN1C(=O)CC(n2c(C)nc3ccccc32)C1=O (configuration not stated)	-8	-1
O=C1CC(N(C(=O)c2ccco2)c2cccc(Cl)c2)C(=O)N1c1cccc(Cl)c1 (configuration not stated)	.	9
CC(=O)Oc1ccc(NC(=O)Cc2ccccc2)cc1	-3	-13
CCc1ccccc1OCc1nc2ccc(S(=O)(=O)N3CCOCC3)cc2[nH]1	.	-6
Cc1ccccc1-c1nc(CS(=O)(=O)CC(=O)NCc2ccc3c(c2)OCO3)c(C)o1	-6	-8
CCCCN1C(=O)C(CC(=O)NCC)SC1=Nc1ccccc1 (configuration not stated)	.	38

New compounds follow
smiles	HIV RNase H inh	RmlC RmlD mix
CN(C)C(=O)Cn1c(SCC(=O)NCc2ccc3c(c2)OCO3)nc2ccccc21	.	4
O=C(CN1CCN(c2ccccn2)CC1)NC1CCCC1	-8	-7
CC1=NN(c2ccc(C)cc2C)C(=O)C1C(c1ccccc1)C1C(=O)N(c2ccc(C)cc2C)N=C1C (configuration not stated)	.	-9
COC(=O)c1ccc(C(=O)OC)c(NC(=S)N2CCN(c3ccccc3)CC2)c1	.	12
C[C@@H]1CC=C[C@H]2[C@H]1C(=O)N(Cc1ccccc1)[C@H]2c1ccc(C(F)(F)F)cc1	.	4
O=C(Nc1nsc(-c2ccccc2)n1)c1cccs1	-37	5
COc1ccccc1N1CCN(C(c2ccc(F)cc2)c2nnnn2C(C)C)CC1 (configuration not stated)	-3	13
COC(=O)c1c(N)sc(C(C)=O)c1C	-23	-2

Additional results follow:
smiles	HIV RNase H inh	RmlC RmlD mix
C=CCNc1ncnc2ccc(Br)cc12	-8	7
CC1CCCN(C(=O)C(C)Sc2nc(-c3ccccc3)cc(C(F)(F)F)n2)C1 (configuration not stated)	.	-12
Oc1ccc(Oc2ccc3c(C(F)(F)F)cc(C(F)(F)F)nc3n2)cc1	.	-11
COc1cc(C(=O)Nc2ccc(NC(=O)c3ccco3)nc2)cc(OC)c1OC	-17	3
Cn1cccc1C(=S)N=P(C1CCCCC1)(N1CCOCC1)N1CCOCC1	5	-15
O=C(NCCN1CCCC1=O)Nc1ccccc1	-3	7
Cc1ccccc1Oc1ccc(S(=O)(=O)NCCC(=O)O)cc1	8	-7
CN(C)c1oc(COc2ccccc2F)nc1C#N	-112	37

Additional records:
smiles	HIV RNase H inh	RmlC RmlD mix
Cc1ccc(C)c(NC2=NCC(=O)N2C2CCCCC2)c1	.	2
O=C(NC1CC1)c1cccc(Nc2ccc(-c3ccc4c(c3)OCCO4)nn2)c1	-4	-6
CCOc1ccccc1NC=C1C(=O)OC(C)(C)OC1=O	-20	10
COc1ccc(-c2cc3ccccc3n2CC(O)CN2CCOCC2)cc1 (configuration not stated)	7	0
CC(Sc1nnc(C(C)N(C)C)n1-c1ccc(Cl)cc1)C(=O)Nc1ccc2c(c1)OCO2 (configuration not stated)	.	11
COc1ccc(C(=O)NN(C)c2nc(-c3ccccc3)cc(C)c2S(C)(=O)=O)cc1	.	-10
COc1ccc(-n2nc(N)c3c(=O)oc(N(C)C)nc32)cc1	.	8
COc1ccc(C(C)=O)cc1COC(=O)Cn1cnc2ccccc2c1=O	-45	5

(more compounds)
smiles	HIV RNase H inh	RmlC RmlD mix
CCOC(=O)Nc1nnc(-c2cccc(OC)c2)s1	0	5
Cc1ccc(S(=O)(=O)CCc2nc3ccccc3s2)cc1	.	-9
COc1ccc(CN2C(=O)CN=C2Nc2ccc(C)cc2C)cc1	-7	-14
Cc1cc(-c2ccco2)n(CC(=O)NCc2ccco2)n1	-5	-3
COCCN=C1Sc2nc3c(C)cccc3cc2CN1Cc1ccco1	.	0
Cc1ccc(N2CC(C(=O)Nc3ccccn3)CC2=O)cc1 (configuration not stated)	-2	-14
CC1Cc2ccccc2N1C(=O)c1ccnc(C(C)(C)C)c1 (configuration not stated)	-3	-23
COc1ccc(-c2nc3ccncc3[nH]2)cc1OC	.	15

(more compounds)
smiles	HIV RNase H inh	RmlC RmlD mix
CCC(C)NC(=O)C1CN(S(=O)(=O)c2ccccc2)CCN1S(=O)(=O)c1ccccc1 (configuration not stated)	-3	-11
Cc1c(C(=O)N2CCC(C)CC2)sc2ncnc(N(C)c3ccccc3)c12	.	-5
COc1ccc(C(=O)NC(C(=O)NCc2ccccn2)C(C)C)cc1 (configuration not stated)	0	12
O=C(COc1ccc(Cl)cc1)N(Cc1ccccc1)c1ccccn1	.	3
CSc1ncc(Cl)c(C(=O)O)n1	.	-8
CC1=CC(c2ccccc2)n2ncnc2N1 (configuration not stated)	.	11
COCCCN1C(=O)C(=O)/C(=C(/O)c2ccc3c(c2)OCCO3)C1c1ccc(C(=O)OC)cc1 (configuration not stated)	-8	2
CCCNc1nc2c(c(=O)[nH]c(=O)n2C)n1CCCc1ccccc1	-3	-1

(cont.)
smiles	HIV RNase H inh	RmlC RmlD mix
Cc1ccc(OCc2nn3c(-c4ccco4)nnc3s2)cc1	-10	8
CN1CC=C2C(C#N)=C(N)C(C#N)(C#N)C(c3cccc(Cl)c3Cl)C2C1 (configuration not stated)	-8	18
O=C(NCc1ccccc1)C1=C[C@H](c2ccc3c(c2)OCO3)C[C@H](OCCCCO)O1	.	8
O=C(NC1CCCc2ccccc21)C1CCCO1 (configuration not stated)	1	-12
COc1ccc(OC)c(NC(=O)c2ccccc2OC(C)=O)c1	.	-9
COc1ccc2nc3sc(C(=O)NCc4cccs4)c(N)c3cc2c1	21	-11
CNc1oc(-c2ccc(Cl)cc2)nc1C#N	-34	13
